DSG3 Ab inh: blocks pemphigus antibody binding to human desmoglein-3 | P32926 | DSG3-coupled beads, scFv-anti-DSG3-GFP binding, flow cytometry; active compounds read low | binding (percent of control), % at 10 µM | AID 588358 | 0.48% of 310,000 active;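 active means binding more than 3 SD below its plate's average and above zero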;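 further: hits lower antibody fragment binding to DSG3; some compounds called inactive have numbers as strong as hits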
Arr AP2 block: inhibitors of human beta-arrestin and AP2 interaction | FITC-arrestin peptide / GST-AP2 beads, flow cytometry; AP2 beta2 appendage carries R879A mutation | inhibition, % at 10 µM | 0.31% of 340,000 active;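 active means inhibition above a set limit, near 3 SD of compounds lacking own fluorescence, cut at about 54% in these data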;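 further: plate controls were DMSO wells for no effect and 5 µM unlabelled arrestin peptide for full effect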
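Material – AP2 appendage R879A on GSH beads · Buffer or medium – PBS with 0.05% Tween 20 and 0.1% BSA · Probe or stimulus – fluorescein-tagged arrestin peptide at 50 nM final · Incubation – compound with beads 12 min RT, then probe 1 h RT · Detection – high-throughput flow cytometry of beads, ex 488, em 535 nm · Evaluation – percent response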
HTR5A ag ctr: HTR5A agonism, opioid heterodimer counter-screen. P47898. HTR5A agonist assay, luminescence, cell-based. activation, % at 9.3 µM. 0.61% of 340,000 active; in the data active means activation mostly above about 9.5%, no sharp cut-off; inactive means mostly below about 7.6%;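 further: 0% = cells with vehicle only and 100% = reference agonist; strong numbers were not always called active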
MOR-DOR ag: agonists of human mu-delta opioid receptor heterodimerization. 0.3% of 340,000 active. AID 504326. cells, OPRM1-OPRD1 heterodimerization, luminescence. activation, % at 9.3 µM; in the data active means activation above about 18%;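 further: 0% = vehicle-treated cells and 100% = reference agonist; values of inactives mirror those of a sister screen read the other way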
HTR5A inv ctr: inverse agonist of human HTR5A in OPRM1-OPRD1 counter-screen; inhibition, % at 9.3 µM; 0.083% of 340,000 active; HTR5A cell line, luminescence, inverse agonism; AID 504634; in the data active means inhibition mostly above about 23%, no sharp cut-off; inactive means mostly below about 18%;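 further: 0% = cells with DMSO and 100% = no-cell wells with DMSO; some compounds called inactive have numbers as strong as hits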
PKA-R1A activ: PKA-R1A complex activation | P00514+P68181 | PKA-R1A dissociation, Cy5-IP20 fluorescence polarization; scaled: DMSO 0%, 113 µM cGMP 100% | activation, % at 11.4 µM | 0.083% of 340,000 active;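 active means percent activation above the mean of all tested compounds plus 3 SD, cut at about 19% in these data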;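 further: higher means more PKAc released from R1A so a rise in polarization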
V-ATPase pHluor: yeast V-ATPase proton transport regulation by pHLuorin; response, % at 10 µM; AID 504577; S. cerevisiae, pHLuorin cytosolic pH fluorescence; 0.37% of 350,000 active; in the data active means response mostly above about 7.3%, no sharp cut-off; inactive means mostly below about 5.4%; further: actives read high; inactives centre near 0; some compounds called inactive have numbers as strong as hits; reference of the scale not given here
PKA-R2B act: PKA-R2B complex activation. P22694+P31323. activation, % at 11.4 µM. PKA-R2B holoenzyme dissociation, Cy5-IP20 fluorescence polarization; R2B truncated from residue 108, S112A mutant; 0% DMSO only, 100% 113 µM cGMP. 0.079% of 340,000 active;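 active means activation above a cutoff set at the mean over all compounds plus 3 SD, cut at about 18% in these data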;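 further: higher means more holoenzyme dissociation and a rise in polarization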
MOR-DOR inv ag: mu-delta opioid heterodimer inverse agonism; P35372+P41143; cell-based MOR-DOR heterodimer luminescence; inhibition, % at 9.3 µM; 0.21% of 340,000 active; in the data active means inhibition above about 22%, passing the limit was not always enough;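 further: 0% = cells with DMSO and 100% = wells without cells with DMSO; values of inactives mirror those of a sister screen read the other way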
DAGLB inh: diacylglycerol lipase beta (human) inhibition | HEK293T DAGLB membrane lysate, EnzChek fluorogenic substrate | inhibition, % at 5.17 µM | 0.059% of 340,000 active | AID 504411; in the data active means inhibition above about 34%;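 further: 0% = enzyme with vehicle and 100% = wells lacking enzyme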
Target sequence (Q8NCG7 whole entry, looked up): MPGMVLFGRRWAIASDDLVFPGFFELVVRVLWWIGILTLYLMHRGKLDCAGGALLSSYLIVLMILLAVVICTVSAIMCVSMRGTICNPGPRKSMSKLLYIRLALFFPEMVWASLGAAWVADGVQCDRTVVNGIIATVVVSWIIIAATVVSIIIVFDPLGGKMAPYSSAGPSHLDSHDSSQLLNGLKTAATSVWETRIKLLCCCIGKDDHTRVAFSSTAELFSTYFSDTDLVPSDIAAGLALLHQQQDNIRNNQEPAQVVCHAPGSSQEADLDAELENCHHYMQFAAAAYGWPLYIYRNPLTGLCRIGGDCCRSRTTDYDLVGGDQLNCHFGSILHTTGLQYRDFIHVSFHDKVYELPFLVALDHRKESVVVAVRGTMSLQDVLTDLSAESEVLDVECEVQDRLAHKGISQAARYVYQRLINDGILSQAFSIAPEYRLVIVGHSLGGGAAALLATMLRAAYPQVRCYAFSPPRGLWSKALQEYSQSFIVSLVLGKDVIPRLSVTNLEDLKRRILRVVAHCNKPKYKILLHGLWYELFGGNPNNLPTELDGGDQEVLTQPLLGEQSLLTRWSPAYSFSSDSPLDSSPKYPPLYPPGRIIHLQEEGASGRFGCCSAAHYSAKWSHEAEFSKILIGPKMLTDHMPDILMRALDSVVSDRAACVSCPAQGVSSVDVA
* marks the source's active call; other numbers are inactive results; / = not tested or not shown.

Structure,PKA-R2B act,PKA-R1A activ,Arr AP2 block,V-ATPase pHluor,HTR5A inv ctr,HTR5A ag ctr,MOR-DOR ag,DSG3 Ab inh,DAGLB inh,MOR-DOR inv ag
CC(C)OC(=O)CSc1nnc(-c2ccco2)n1N,0,8,7,-7,8,5,-0.2,111,0,1
Cn1nc(C(=O)Nc2cccc(C(F)(F)F)c2)c2ccccc2c1=O,-7,-4,2,-1,-10,0,-0.1,94,-3,0
Cc1c2n(c3ccccc13)CCC2=O,-1,0,-7,0,-13,3,-0.4,93,0,2
O=C(C1CCCN(S(=O)(=O)c2cc(Cl)ccc2Cl)C1)N1CCCC1 (stereo not drawn),0,-1,19,-3,8,0,0.5,109,1,-2
COC(=O)c1ccc(NC(=O)CN2C(=O)NC3(CCC(C)CC3)C2=O)cc1 (stereo not drawn),-2,5,-2,0,13,-5,-2.5,106,-1,10
COc1cc(/C=C/C(=O)N(Cc2ccccc2)c2ccccn2)cc(OC)c1OC,-6,2,31,1,-8,2,-1.4,102,-3,8
O=C(Cc1ccc(NC(=O)C2CCCN(C(=O)C3CCC3)C2)cc1)Nc1cccc(C(=O)N2CCCC2)c1 (stereo not drawn),-3,-3,-6,-1,3,-1,-3.4,100,-2,16
COc1ccc(C)cc1N(CC(=O)N1CCCCCC1)S(C)(=O)=O,-4,-3,-5,4,-8,0,-1.3,113,-2,7
O=C(CNCc1ccc(Cl)cc1)Nc1ccc(C(=O)N2CCCCCC2)cc1,5,7,-9,2,-12,4,0.4,/,-2,-3
CC(C)(C)c1ccc(/C=C/C(=O)NC2=NCCS2)cc1,-11,1,2,2,0,2,9.0,104,-1,-40
CC(=O)Oc1cc(O)c2c(c1)OC(c1ccc(OC(C)=O)c(OC(C)=O)c1)C(OC(C)=O)C2=O (stereo not drawn),-5,-1,4,0,4,-1,-2.5,88,-1,11
CC(=O)Nc1nonc1-c1nc2ccccc2n1CCC#N,-19,-14,-4,0,23,5,-1.6,87,-2,9
Cn1c(=O)c(N)c2c3c(c(Br)ccc31)C(=O)c1ccccc1-2,-9,-12,3,-2,-21,-1,-1.3,91,-98,7
COc1cc(CNC(C)c2ccccc2)cc(Br)c1OCc1ccccc1 (stereo not drawn),-10,-7,13,-7,-1,0,10,106,-9,-48
O=C(O/N=C(/c1ccccc1)c1ccncc1)c1ccccc1[N+](=O)[O-],-10,-12,17,12*,0,0,2.4,109,-1,-11
COc1ccc(C(CNC(=O)COc2ccc(Cl)cc2C)N2CCCCC2)cc1 (stereo not drawn),1,-1,-1,2,8,-1,-2.6,105,0,13
Cc1ccc(C2CC(=O)NC(SCCC(C)C)=C2C#N)cc1 (stereo not drawn),2,13,7,-1,9,-3,1.1,95,0,-6
Cc1cccc(N2C(=S)N=C(Nc3c(C)cccc3C)C23CCOC(C)(C)C3)c1 (stereo not drawn),8,7,1,-3,-10,0,-2.6,100,0,15
COc1ccc(OC)c(NC(=O)CSc2nnc(CNC(=O)c3ccco3)o2)c1,3,-4,4,0,-20,3,-1.0,/,1,6
C=C(C)C(=O)OCC(C)C,-5,4,3,-2,-10,2,-4.0,103,-2,22
C=CCSc1nnc(CSc2nc3sc4c(c3c(=O)[nH]2)CCCC4)n1-c1ccccc1,-3,-8,15,0,-29,6,0.8,116,3,-4
O=C(c1ccccc1)c1ccccc1NC(=O)C1CCCN1Cc1ccccc1 (stereo not drawn),-9,-4,-15,-1,17,-5,3.7,106,-10,-19
Cn1ncc2cc(NC(=S)NC(=O)c3ccccc3)ccc21,7,2,20,2,-3,1,-3.2,101,-1,15
CCN(CC)Cc1c(C(=O)N/N=C/c2ccncc2)nnn1-c1nonc1N,-4,-8,1,0,-7,2,-2.8,106,1,14
O=C1c2cccc3cccc(c23)C(=O)N1Cc1ccco1,-5,-6,-10,-2,10,-4,-2.6,97,0,15
CCC(C)NC(=O)CN(c1cc(C)cc(C)c1)S(=O)(=O)c1c(C)[nH]c(=O)[nH]c1=O (stereo not drawn),-4,-4,-8,-1,2,4,-3.2,87,0,16
Cc1cc(C)c(OCCN(C)Cc2ccccc2)c(Br)c1,-2,-15,18,1,5,3,0.2,115,-6,-1
COC(=O)c1ccc(-c2noc(CN3C[C@H]4CC[C@H]3C4)n2)cc1,0,-9,10,4,5,-2,0.7,97,-1,-3
S=C(NCc1ccccc1)N1CCN(C(=S)NCc2ccccc2)CC1,0,-2,3,1,-10,4,1.3,/,2,-5
O=C(c1cccs1)N1CCN(c2ccc(Cl)cc2)CC1,-5,2,-11,1,-23,6,-2.2,113,-5,10
Cc1cc2nc(SCC(=O)N(C)C)c3c(c2cc1C)CCCC3,-5,-9,9,-3,-1,0,-0.8,100,-4,5
COc1cc(CCN2C(=O)c3cccc4cccc(c34)C2=O)c(S(=O)(=O)NCCO)cc1OC,0,14,7,-3,-2,-4,-2.1,/,2,11
NC(=O)CCC(NS(=O)(=O)c1ccc(Cl)cc1)C(=O)NCC1CCCCC1 (stereo not drawn),-7,-5,-8,-4,3,-1,0.4,105,-1,-2
COc1ccc(NC(=O)Cn2nnc(C(=O)NCc3ccc(C)cc3)c2N)cc1OC,-2,-5,27,-3,-10,2,-2.2,96,-1,12
CC(C)CNC(=O)COC(=O)CCC(=O)c1ccc(Cl)cc1,6,-4,-6,0,-5,2,-2.6,113,-1,13
Cc1nc2ccc(-n3ccc(=O)cc3)cc2s1,-6,-5,0,-1,-10,14,-1.1,103,-1,6
COc1ccc(C(=O)NC2CCCc3ccccc32)cc1Br (stereo not drawn),-10,-13,16,-1,-5,-1,-1.5,98,-4,9
Cc1oncc1-c1cn2ccccc2n1,12,8,8,0,-21,-4,-0.6,/,0,4
CCCS(=O)(=O)N1CCCC(c2nc(-c3cccc(OC)c3)no2)C1 (stereo not drawn),-7,-13,13,-1,-35,11,-0.2,101,-1,1
CNc1c(NS(=O)(=O)c2ccc(Cl)cc2)c(=O)oc2ccccc12,5,-1,0,-4,-6,0,1.9,/,-1,-13
CCC(C)(C)n1nnnc1CN1CCC(O)(c2cccc(C(F)(F)F)c2)CC1,0,4,-3,2,-3,1,5.2,/,-1,-24
CCN1CCN(C(=O)CSCc2nc(-c3ccc(OC)c(OC)c3)oc2C)CC1,-1,8,0,-1,3,-1,-2.1,109,-3,11
COc1cccc(/C=N/n2c(COc3ccccc3)n[nH]c2=S)c1OC,1,3,31,-1,-1,0,-1.3,93,4,6
Oc1ccccc1N1CCN(c2ccc3ccccc3n2)CC1,-17,-5,-2,-2,-34,13,5.6,104,-4,-30
CCOCCN1CCN(C(=O)CN2CCCC2=O)CC1,3,-16,-9,1,-45,7,-2.3,119,1,12
O=C(c1ccccc1)N1CCc2ccccc21,1,-5,6,1,-23,4,-0.1,108,-1,0
O=C(Nc1cccc(O)c1)c1cccc(S(=O)(=O)N2CCCCCC2)c1,0,6,3,3,-1,3,0.1,95,-2,0
Cc1ccc(N(CC(=O)NCc2ccccc2)C(=O)CCC(=O)Nc2nccs2)cc1,3,0,3,0,3,6,-1.0,/,1,6
Cc1ccc(OC(=O)c2ccc3snnc3c2)cc1,-8,-4,13,1,12,3,1.9,105,-8,-11
Cc1ccccc1CC1(CO)CCCN(C(=O)c2cc(-c3ccccc3)no2)C1 (stereo not drawn),-25,-7,0,2,1,-3,1.8,99,-3,-12
COc1ccc2[nH]c(C)c(CCN(Cc3cccs3)C(=S)Nc3ccc(F)cc3)c2c1,-3,-5,9,-2,-22,8,2.4,106,3,-13
C#CCSc1nc2[nH]ncc2c(=O)[nH]1,-3,-3,14,/,30,1,2.6,110,1,-13
CCOC(=O)Cc1cc(-c2ccc(O)cc2)nc2ccc3ccccc3c12,-5,12,-4,0,-10,12,5.3,122,0,-31
CCN(CC(=O)Nc1ccc(NC(C)=O)cc1)C(=O)COc1ccccc1-c1ccccc1,-6,0,-1,2,1,6,1.2,110,3,-5
COC(=O)c1cc(Nc2cc(C)c3ccc(O)cc3n2)cc(C(=O)OC)c1,-6,-9,11,-5,-13,2,1.7,97,-2,-8
COc1ccccc1NC(=O)c1ccc(NC2=NC3CS(=O)(=O)CC3S2)cc1 (stereo not drawn),-9,-4,7,-2,20,0,-0.6,95,0,4
CC(C)(C)C(=O)Nc1ccccc1N1CCN(C(=O)c2ccc(Cl)cc2)CC1,5,-7,-13,0,-13,0,-1.1,97,-5,6
Cc1ccc([C@H]2N[C@]3(CCCN(Cc4ccc(Br)cc4)C3=O)[C@H]3C(=O)N(C)C(=O)[C@@H]23)cc1,-6,-20,/,-3,/,/,/,/,1,/
COc1ccc(CCN2C(=O)NC(NS(=O)(=O)c3ccc(NC(C)=O)cc3)(C(F)(F)F)C2=O)cc1OC (stereo not drawn),11,-7,5,0,5,2,-4.6,95,0,22
